EPAC1 antagonist = antagonists of human EPAC1 | O95398 | EPAC1 GEF assay, Rap1b-BODIPY-GDP exchange fluorescence | Potency, µM (series often up to 115 µM), for the others: top-dose activity change, negative = inhibition, actives largely listed as inhibitors | 0.14% of 360,000 active;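 also: potency is read from the fitted curve at half-maximal effect; plate controls were vehicle for no effect and positive control for full effect; nearly all actives have a fitted effect of over 50% in size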
PLK1 PBD inh = PLK1 (human) polo-box domain binding inhibition. P53350. Plk1 PBD binding of FITC phosphopeptide, fluorescence polarization. Potency, µM, for the others: max response, negative = inhibition, usual class: inhibitors. 2.8% of 360,000 active; also: potency is read from the fitted curve at half-maximal effect; series mostly up to about 57 µM; % is scaled to controls: 0 for no effect and ±100 for the full control effect; nearly all actives have a fitted effect of over 65% in size
EPAC2 antag = antagonists of human EPAC2; Q8WZA2; EPAC2 GEF exchange of Rap1B-BODIPY-GDP, fluorescence; Potency, µM (titrated, usually from 114 µM), without a hit: at the highest dose activity, negative = inhibition, actives largely listed as inhibitors; 0.18% of 360,000 active; AID 720708; also: potency is read from the fitted curve at half-maximal effect; % is scaled to controls: 0 for no effect and ±100 for the full control effect; nearly all actives have a fitted effect of over 45% in size; many of its hits are not listed in these tables
Target sequence (Q8WZA2 whole entry, looked up): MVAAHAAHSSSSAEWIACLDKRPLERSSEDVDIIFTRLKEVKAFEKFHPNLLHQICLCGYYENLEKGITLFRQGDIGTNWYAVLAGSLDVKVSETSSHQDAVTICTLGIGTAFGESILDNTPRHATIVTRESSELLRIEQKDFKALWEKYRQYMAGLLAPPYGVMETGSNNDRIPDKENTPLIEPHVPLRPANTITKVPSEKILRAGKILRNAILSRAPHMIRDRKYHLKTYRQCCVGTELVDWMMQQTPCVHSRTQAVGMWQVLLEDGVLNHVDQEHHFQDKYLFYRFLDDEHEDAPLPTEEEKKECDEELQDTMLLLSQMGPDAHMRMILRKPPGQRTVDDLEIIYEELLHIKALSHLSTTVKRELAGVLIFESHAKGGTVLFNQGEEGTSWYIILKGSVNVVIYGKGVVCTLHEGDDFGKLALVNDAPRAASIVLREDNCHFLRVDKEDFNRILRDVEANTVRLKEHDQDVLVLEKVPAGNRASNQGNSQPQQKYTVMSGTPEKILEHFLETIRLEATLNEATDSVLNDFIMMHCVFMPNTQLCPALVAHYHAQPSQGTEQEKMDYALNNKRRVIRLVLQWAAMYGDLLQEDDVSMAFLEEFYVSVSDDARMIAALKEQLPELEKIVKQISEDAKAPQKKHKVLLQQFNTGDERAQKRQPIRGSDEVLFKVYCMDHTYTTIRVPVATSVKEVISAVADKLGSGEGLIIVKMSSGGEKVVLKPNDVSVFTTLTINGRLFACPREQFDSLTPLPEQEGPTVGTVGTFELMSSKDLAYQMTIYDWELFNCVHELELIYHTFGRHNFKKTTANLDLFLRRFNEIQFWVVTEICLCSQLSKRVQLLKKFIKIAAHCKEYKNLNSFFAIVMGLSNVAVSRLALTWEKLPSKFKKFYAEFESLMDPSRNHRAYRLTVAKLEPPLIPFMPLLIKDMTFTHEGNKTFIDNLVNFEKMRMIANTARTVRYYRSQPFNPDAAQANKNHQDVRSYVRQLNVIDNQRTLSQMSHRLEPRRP
CCT modulator = cytosolic chaperonin activity modulation; purified chaperonin ATPase assay, HTRF ADP detection, 30 min; 0.3% of 360,000 active; activity change, % (concentration not given with the values), hits read low; in the data active = activity change below about -30%; also: % is scaled to controls: 0 for no effect and ±100 for the full control effect
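ATPase activity: ADP formed was measured by HTRF Transcreener (665/615 nm ratio) after 30 min at 37 deg C with 10 uM ATP. Compounds screened at one 76 uM concentration against 40 or 20 nM TRiC in Tris pH 7.4/KCl/MgCl2/DTT buffer.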
PI5P4K alpha inh = inhibitors of human PI5P4K alpha; PI5P4Kalpha enzyme, ADP-Glo luminescence, 60 min; active compounds read low; max response, %; 1.2% of 330,000 active; active = max response of -50% or lower; inconclusive = between -30% and -50%; inactive = -30% or higher; also: value at the top dose of about 77 µM; % is scaled to controls: 0 for no effect and ±100 for the full control effect
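PI5P4Kalpha ADP-Glo assay; 5 microM ATP final; 60 min RT reaction; HEPES pH 7.4/EGTA/CHAPS, 5% DMSO; controls lacking substrate or enzyme; luminescent end-point.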
EPAC1 ag = EPAC1 (human) agonism; O95398; EPAC1 agonist qHTS, biochemical assay; response scale: 100% = response to 6.5 mM cAMP; Potency, µM (series often up to 154 µM), without a hit: at the highest dose activation, actives largely listed as activators; 0.073% of 360,000 active; also: potency is read from the fitted curve at half-maximal effect; nearly all actives have a fitted effect of over 60% in size
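Compounds were pinned as a concentration titration into mixtures of EPAC1 (100 nM), BODIPY-GDP-loaded Rap1B (250 nM) and GDP (50 uM). After 5 min at room temperature, fluorescence was followed for 30 min; activity was scaled to 6.5 mM cAMP.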
WRN helicase inh = WRN helicase (human) inhibition; Potency, µM (highest dose often 114 µM), for the others: top-dose activity change, negative = inhibition, actives largely listed as inhibitors; AID 651768; Q14191; WRN helicase unwinding, fluorescent forked duplex, kinetic; 0.46% of 360,000 active; also: potency is read from the fitted curve at half-maximal effect; % is scaled to controls: 0 for no effect and ±100 for the full control effect; nearly all actives have a fitted effect of over 55% in size
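WRN at 20 nM final preincubated with compound 15 min at room temperature; reaction started with 100 nM fluorophore/quencher forked duplex oligonucleotide and 2 mM ATP final. Unwinding followed kinetically by red fluorescence (ex 525, em 598 nm).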
Mm-Cpn inhibitor = inhibitors of Methanococcus maripaludis chaperonin (MmCpn) | purified Mm-Cpn ATPase, ADP Transcreener TR-FRET | Potency, µM (top dose mostly 76.9 µM), without a hit: at the highest dose activity, negative = inhibition, hits mostly inhibitors | 0.031% of 330,000 active; also: potency is read from the fitted curve at half-maximal effect; % is scaled to controls: 0 for no effect and ±100 for the full control effect; nearly all actives have a fitted effect of over 80% in size
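Purified archaeal Mm-CPN (25nM final) preincubated 10 min at 37degC with compound, then 10uM ATP for 30 min at 37degC; ADP measured by HTRF Transcreener TR-FRET; buffer 30 mM TRIS pH 7.4, 100mM KCl, 5mM MgCl2, 1mM DTT.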
* marks the source's active call; other numbers are inactive results; u = inconclusive; x = not tested or not shown; [ ] = another dose, or the depositor's remark. Unless noted, calls follow the shape of the dose curve; as a rule, active = well fitted curve in the direction sought with a large enough effect; inconclusive = small, poorly fitted or top-dose-only effect, or another doubt; inactive = no such curve, though single readings can be large; an effect the other way counts as inactive or inconclusive. Not all compounds are listed, so the mix of outcomes need not match the whole.

item	EPAC1 antagonist	PLK1 PBD inh	EPAC2 antag	CCT modulator	PI5P4K alpha inh	EPAC1 ag	WRN helicase inh	Mm-Cpn inhibitor	mol
1	-1%	-10%	-4%	-0.5	-4	-4%	-4%	-7%	Cc1ccccc1-n1c(=O)c(C#N)cc2c(=O)n3ccccc3nc21
2	-6%	-3%	4%	-2.0	0	5%	4%	1%	Cc1ccc(S(=O)(=O)N(CC(=O)NCCSC2CCCCC2)c2ccccc2F)cc1
3	-10%	-3%	3%	1.2	1	-22%	3%	-2%	COc1ccccc1NC(=O)C(C)NC(c1ccccc1)c1ccccc1 (configuration not stated)
4	14%	-2%	21%	1.8	-1	1%	-13%	-1%	CCOC(=O)C1=C(c2ccccc2)NC(=O)NC1c1ccc(OCC#N)c(OC)c1 (configuration not stated)
5	21%	-18%	8%	0.7	7	5%	4%	2%	Cc1cc(C)n(CCNC(=O)CC2C(=O)NCCN2Cc2ccccc2C(F)(F)F)n1 (configuration not stated)
6	-4%	-3%	-3%	0.9	-3	-2%	6%	3%	O=C(Cn1cc2c(n1)CCCC2)NCc1cccc(Cl)c1
7	-2%	1%	3%	-1.0	4	-1%	-3%	0%	CCc1nc(SCC(=O)Nc2ccccc2OC)n[nH]1
8	3%	-16%	u	-1.4	7	7%	-1%	1%	CCOC(=O)C1(Cc2cccc(Cl)c2)CCCN(C(=O)C2CC2)C1 (configuration not stated)
9	7%	-6%	4%	-0.7	-16	7%	-3%	-5%	Brc1ccc(-n2cccc2/C=N/n2cnnc2)cc1
10	-7%	-12%	1%	-3.7	-13	-1%	1%	-2%	O=C(N/C(=C\c1ccco1)C(=O)N1CCCC1)c1ccccc1
11	3%	-2%	5%	-1.5	1	-5%	9%	0%	Cc1cc(C)nc(SCc2nnc(SCC(=O)Nc3nccs3)n2Cc2ccco2)n1
12	-28%	-17%	-4%	-0.3	-6	6%	0%	1%	COc1ccc(C(=O)Nc2ccc(Cl)cn2)cc1S(=O)(=O)N1CCCC1
13	4%	-7%	1%	-1.6	1	-2%	2%	-2%	CC(=O)Nc1cccc(C(=O)N/N=C/c2ccc(F)cc2)c1
14	11%	-19%	8%	0.2	-2	-7%	-1%	3%	COc1ccc(CCNC(=O)c2ccc(COc3ccccc3OC)o2)cc1
15	4%	1%	6%	3.6	x	2%	-1%	1%	CCn1c(SCC(=O)Nc2cc(NC(C)=O)ccc2OC)nnc1-c1ccccn1
16	-4%	1%	3%	1.2	1	4%	0%	x	COc1ccc([C@H]2C[C@@H](n3cc(-c4ccc(F)cc4)nn3)[C@H](O)CN2C(=O)c2cccs2)cc1
17	0%	-19%	5%	-0.9	-12	11%	10%	x	CCCCCNc1ncnc2c(C)[nH]nc12
18	-22%	-14%	-11%	0.6	-12	-9%	u	0%	COc1cc2[nH]c(=S)nc(NCc3cccs3)c2cc1OC
19	-11%	-3%	2%	-1.1	2	12%	2%	1%	O=C(Nn1cnnc1)c1ccccc1Cl
20	-3%	1%	-2%	-2.6	6	5%	-12%	2%	O=c1cc(CN2CCN(c3ccccc3)CC2)c2c(ccc3ccccc32)o1
21	3%	-1%	-12%	0.6	-11	-13%	-1%	-3%	COc1ccc(C(=O)COC(=O)c2nc3nccc(C)n3n2)cc1F
22	-3%	-1%	13%	-0.9	14	-5%	-4%	1%	N/C(=N\OC(=O)CC1CCCCC1)c1ccc(Cl)cc1
23	5%	3%	14%	0.2	7	-6%	-2%	x	CCOc1ccc(C(=O)NC2CCCCCCC2)cc1
24	-9%	-6%	2%	-1.9	x	6%	-3%	2%	COc1ccc(CCNC(=O)c2ccc(CN3CCOCC3)cc2)cc1
25	-5%	3%	-2%	1.3	27	-10%	-5%	1%	CCN(CCNC(=O)C1CCN(Cc2nc(-c3cccc(Cl)c3)oc2C)CC1)c1ccccc1
26	-9%	-2%	-15%	2.4	0	10%	-16%	1%	O=S(=O)(c1ccc2c(c1)OCCO2)N1CCc2ccccc21
27	1%	-10%	-4%	-2.9	-4	7%	-7%	-1%	COc1ccccc1N(CC(=O)Nc1c(C)n(C)n(-c2ccccc2)c1=O)S(=O)(=O)c1ccc(C)cc1
28	-8%	-2%	3%	-2.5	-11	-7%	5%	0%	Cc1cc(C(=O)N[C@@H](c2ccccc2)[C@]2(C)C[C@H]2[C@@H](C)C(=O)Nc2ccc3ccccc3c2)no1
29	-18%	-4%	-1%	-0.4	3	-6%	7%	2%	CCc1ccc(NC(=O)C(=O)NNC(=O)c2ccc(OC)cc2)cc1
30	-2%	-9%	1%	0.7	4	-1%	-5%	-2%	COCc1cc(/C=N\NC(=O)COc2ccccc2)ccc1OC
31	-6%	-6%	-13%	-0.9	7	-3%	-5%	x	CC(O)(c1cccc(F)c1)c1nc(-c2ccc3ccccc3c2)cs1 (configuration not stated)
32	-8%	-3%	1%	-0.4	x	-2%	-4%	0%	CC(C)(C)c1ccc(C(=O)NNC(=O)c2cccc(Br)c2)cc1
33	2%	-3%	u	-2.2	-4	26%	-14%	0%	O=S(=O)(c1ccccc1)n1ccc2ccccc21
34	-10%	-13%	-7%	-0.4	u	-3%	-12%	x	CC1C(=O)N(Cc2cn(Cc3ccco3)nn2)CCS(=O)(=O)N1Cc1ccc(-c2ccccc2C(F)(F)F)cc1 (configuration not stated)
35	8%	0%	22%	0.2	6	-7%	3%	-5%	O=C(Nc1ccn(Cc2ccc(F)cc2)n1)c1ccncc1
36	-20%	-5%	-3%	-0.6	-8	14%	1%	2%	O=c1[nH]cnc(O)c1C(c1ccc2c(c1)OCO2)c1c(O)nc[nH]c1=O
37	6%	-12%	0%	-2.9	8	1%	1%[57.1 µM]	1%	Cc1cc(C(=O)O)cc(Br)c1N
38	0%	-4%	-1%	-0.4	x	6%	-1%	-1%	Cc1nn(Cc2cccc(F)c2)c(C)c1NC(=O)c1c([N+](=O)[O-])c(C)nn1C
39	-1%	-5%	-17%	0.5	x	6%	-9%	1%	CCOC(=O)c1ccc(NC(=O)C(CC)(CC)C(=O)OCC)cc1
40	-4%	-3%	-24%	0.3	0	-8%	1%	-2%	COc1c(OC)c2[nH]c(=O)cc3c4ccccc4n(c1=O)c23

The closing 5 entries of the part above open the next one.
item	EPAC1 antagonist	PLK1 PBD inh	EPAC2 antag	CCT modulator	PI5P4K alpha inh	EPAC1 ag	WRN helicase inh	Mm-Cpn inhibitor	mol
36	-20%	-5%	-3%	-0.6	-8	14%	1%	2%	O=c1[nH]cnc(O)c1C(c1ccc2c(c1)OCO2)c1c(O)nc[nH]c1=O
37	6%	-12%	0%	-2.9	8	1%	1%[57.1 µM]	1%	Cc1cc(C(=O)O)cc(Br)c1N
38	0%	-4%	-1%	-0.4	x	6%	-1%	-1%	Cc1nn(Cc2cccc(F)c2)c(C)c1NC(=O)c1c([N+](=O)[O-])c(C)nn1C
39	-1%	-5%	-17%	0.5	x	6%	-9%	1%	CCOC(=O)c1ccc(NC(=O)C(CC)(CC)C(=O)OCC)cc1
40	-4%	-3%	-24%	0.3	0	-8%	1%	-2%	COc1c(OC)c2[nH]c(=O)cc3c4ccccc4n(c1=O)c23
41	-10%	-9%	-2%	-2.2	-16	10%	-2%	-1%	Cc1ccccc1N1C(=O)c2ccccc2C1Nc1cccnc1 (configuration not stated)
42	3%	-6%	-5%	-0.3	4	-7%	-5%	1%	CCN(CC(=O)Nc1cccc(S(=O)(=O)N2CCOCC2)c1)Cc1ccccc1
43	-31%	-3%	11%	0.9	-2	12%	6%	-1%	Cc1ccc(C)c(NC(=O)CCCCCN2C(=O)[C@@H]3Cc4ccccc4CN3C2=O)c1
44	1%	-4%	-18%	2.2	3	15%	-5%	1%	CCc1ccc(NC(=O)CSCCN2C(=O)c3ccccc3C2=O)cc1
45	-26%	-7%	-5%	-0.6	-2	30%	-14%	-3%	CCCNC(=O)c1ccccc1NC(=O)COc1cccc2c1OC(C)(C)C2
46	-11%	-17%	-18%	1.0	-8	10%	3%	-1%	COc1ccccc1C(=O)Nc1ccccc1N1CCCCC1
47	24%	-3%	10%	-1.2	x	-5%	-27%	-2%	Cc1ccc(-n2nc3ccc(NC(=O)c4ccc5c(c4)OCO5)cc3n2)cc1
48	-25%	-12%	-11%	-2.7	0	-11%	-15%	0%	Fc1ccc(C(c2nnnn2Cc2cccs2)N2CCN(C3CCCC3)CC2)cc1 (configuration not stated)
49	-10%	-4%	-15%	-3.0	-2	4%	-14%	-1%	COc1ccc2cc(CN(Cc3cccnc3)S(=O)(=O)c3ccccc3)c(=O)[nH]c2c1
50	u	-12%	-20%	1.3	4	4%	-12%	-6%	CN1CCCN(S(=O)(=O)c2ccccc2)c2nc3ccccc3nc21
51	2%	0%	8%	-0.5	-1	17%	-23%	x	COC1OC2COC(c3ccccc3)OC2C2OC12 (configuration not stated)
52	-12%	-7%	4%	0.4	-10	3%	-4%	0%	O=C(CCc1nnc2n(Cc3ccc(Cl)cc3)c(=O)c3ccccc3n12)NCCCN1CCOCC1
53	-14%	5%	u	-2.3	-6	-14%	-3%	1%	CCCCCn1c(C)c2c(OCC)cccc(=O)c2c1C
54	-2%	-10%	5%	0.7	2	-9%	-4%	0%	CC(NC(=O)C1CSC2(C)CCC(=O)N12)c1ccccc1Cl (configuration not stated)
55	-5%	-7%	6%	-0.3	1	-15%	2%	-2%	CCOCCCn1c(=S)[nH]c2cc(C(=O)N3CCN(c4ccccc4)CC3)ccc2c1=O
56	18%	2%	3%	-2.1	8	6%	-5%	-1%	O=C(OCC(=O)N1CCCCCC1)c1cccnc1Cl

An excerpt from above in order of the CCT modulator value, smallest number first.
item	EPAC1 antagonist	PLK1 PBD inh	EPAC2 antag	CCT modulator	PI5P4K alpha inh	EPAC1 ag	WRN helicase inh	Mm-Cpn inhibitor	mol
42	3%	-6%	-5%	-0.3	4	-7%	-5%	1%	CCN(CC(=O)Nc1cccc(S(=O)(=O)N2CCOCC2)c1)Cc1ccccc1
52	-12%	-7%	4%	0.4	-10	3%	-4%	0%	O=C(CCc1nnc2n(Cc3ccc(Cl)cc3)c(=O)c3ccccc3n12)NCCCN1CCOCC1
54	-2%	-10%	5%	0.7	2	-9%	-4%	0%	CC(NC(=O)C1CSC2(C)CCC(=O)N12)c1ccccc1Cl (configuration not stated)
43	-31%	-3%	11%	0.9	-2	12%	6%	-1%	Cc1ccc(C)c(NC(=O)CCCCCN2C(=O)[C@@H]3Cc4ccccc4CN3C2=O)c1
46	-11%	-17%	-18%	1.0	-8	10%	3%	-1%	COc1ccccc1C(=O)Nc1ccccc1N1CCCCC1

Assay outcomes as filed in PubChem.
